TTR transcr act – increases transthyretin transcription. SH-SY5Y TTR promoter Gaussia luciferase, luminescence; 100% = recombinant luciferase protein wells. activation, % at 16.7 µM. 1.3% of 92,000 active;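 active = activation above the mean of all tested compounds plus 3 SD, cut at about 9.5% in these data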;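 note: cells exposed to compounds for one day before reading; 0% = median of all test compound wells on the plate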
The depositor's hits bear a star. This is a subset. The share of hits here may be higher or lower than overall.

SMILES | TTR transcr act
COC(=O)c1c(NC(NC(=O)C(C)C)C(Cl)(Cl)Cl)sc2c1CCCC2 (stereo unspecified) | -1.4
N/C(=N\NC(=O)Nc1ccc(Cl)cc1)c1ccccn1 | 0.7
CCOC(=O)c1cc(NC(=O)Nc2ccccn2)c(C)nc1C | -1.2
COc1cc(C=O)ccc1OCCSc1ccc(Cl)cc1 | 1.2
Cc1cc(C)c2cc(C(=O)N3CCC(N4CCCCC4)CC3)[nH]c2c1 | -1.2
Cc1ccc2c(c1)nnc1nnc(SCC(=O)O)n12 | 0.4
Cc1ccc(C(C)C)c(OCc2nn(CC(=O)c3ccc(Cl)cc3)c3[n+]2CCCCC3)c1 | 2.1
CC1(C(=O)NCc2ccccc2)CCC(=O)N1CCc1c[nH]c2ccccc12 (stereo unspecified) | 1.0
COc1cccc(C=NNc2nc3ccccc3s2)c1OC | -0.8
O=C(CCSc1ccccc1)NCc1cccnc1 | 0.6
O=C(CNC(=O)c1ccccc1)OCc1cc(=O)n2cc(Br)ccc2n1 | 6.1
COP(=O)(OC)C(Nc1ccc([N+](=O)[O-])cc1)c1ccccc1 (stereo unspecified) | 0.4
Cc1cc(C(=O)NC2CC(C)(C)Cc3c2cnn3-c2cccc(F)c2)n(C)n1 (stereo unspecified) | 0.7
O=[N+]([O-])c1ccccc1S(=O)(=O)N1CCN(c2ccccn2)CC1 | -1.7
CN(Cc1ccccc1)c1oc(-c2ccco2)nc1C#N | -2.1
c1ccc(-n2ncc3c(NCc4ccco4)ncnc32)cc1 | -1.9
C=CCn1c(-c2sc3nc(C)cc(C)c3c2N)n[nH]c1=S | -0.7
O=C(NC1CCN(CC(=O)N(c2ccccc2)c2ccccc2)CC1)c1ccc([N+](=O)[O-])cc1 | -2.8
Cc1cccc(OCC(=O)Nc2ccc(C(=O)NCC(C)C)cc2)c1 | -1.0
CC(C)C(=O)Nc1nc(-c2ccc([N+](=O)[O-])cc2)cs1 | -3.8
CN(C)CCNC(=O)c1ccc(-c2nn(C)c(=O)c3ccccc23)cc1 | 1.5
COCCNC(=O)CSc1nccn1Cc1ccc2c(c1)OCO2 | 1.7
CCCOc1ccc(N2C(=O)CC(NCC(=O)OCC)C2=O)cc1 (stereo unspecified) | 10.0*
O=C(c1ccc(Oc2ccc(C(F)(F)F)cc2[N+](=O)[O-])cc1)N1CCOCC1 | 2.5
Cn1ncc(Cl)c1C(=O)N1CCN(c2ccccc2)CC1 | -2.1
CCn1c(/N=C/c2ccccc2O)nc2ccccc21 | 2.0
Cc1ccccc1CS(=O)(=O)Cc1ccc(C(=O)NCC2CCCO2)o1 (stereo unspecified) | 0.2
O=C1CC(c2ccccc2)c2cc(O)ccc2O1 (stereo unspecified) | -0.3
CCc1cc2cc(C(=O)Nc3ccccc3F)sc2s1 | -2.1
Cc1cc(/C=C2/NC(=O)N(Cc3ccccc3F)C2=O)c(C)n1C | -0.2
C[C@H](NS(=O)(=O)c1ccc(Cl)cc1)C(=O)OCC(=O)NCCc1ccc(S(N)(=O)=O)cc1 | 0.9
CCCCCCCCCCCCN1C(=O)CSC1c1cccnc1 (stereo unspecified) | -1.0
COc1c(N)c2c(c([N+](=O)[O-])c1OC)C(=O)OC2 | 0.6
COC(=O)CSc1ncnc2c(C)csc12 | 0.9
CCC(C)C(=O)Nc1nc2c(s1)C(=O)CC(C)(C)C2 (stereo unspecified) | 1.1
CCN1C(=O)[C@H]2[C@@H](c3ccc(C)cc3)N3C(=O)N(c4ccc(OC)cc4)C(=O)[C@@]3(CC)[C@H]2C1=O | 3.6

Compounds from the list above containing an NH in an aromatic ring, in the order listed:
SMILES | TTR transcr act
Cc1cc(C)c2cc(C(=O)N3CCC(N4CCCCC4)CC3)[nH]c2c1 | -1.2
CC1(C(=O)NCc2ccccc2)CCC(=O)N1CCc1c[nH]c2ccccc12 (stereo unspecified) | 1.0
C=CCn1c(-c2sc3nc(C)cc(C)c3c2N)n[nH]c1=S | -0.7

More entries
SMILES | TTR transcr act
C=CCn1c(O)c2ccc(C(=O)N=NC(=O)COc3ccccc3F)cc2c1O | 0.7
CCC[C@H]1[C@@H](N)CC[C@@]23CCCN2C(=O)CCC[C@@H]13 | 2.2
COCCn1cnc2c(c1=O)c1nc3ccccc3nc1n2/N=C/c1ccco1 | -0.5
COc1ccc(OC(C)C(=O)N2CC(C)OC(C)C2)cc1 (stereo unspecified) | 0.3
COc1ccc(-c2cc(C(=O)Nc3cc(C)nn3-c3ccccc3)no2)cc1 | 1.2
CC1(C)Cc2ccccc2C(=NCC(=O)O)N1 | -0.1
CN(C)Cc1c[nH]c2nc[nH]c(=O)c12 | 0.2
C(=NN1CCCCCC1)c1ccc2ccccc2n1 | -1.4
COc1ccccc1NC(=O)CSc1nnc(-c2ccc(NC(C)=O)cc2)n1C | -5.7
CCc1ccc(C2=NN(CCC(=O)NCc3cccs3)C(=O)CC2)cc1 | 3.5
CCOC(=O)c1cc(C#N)c(N2CCN(C(=O)c3cccc(C(F)(F)F)c3)CC2)nc1C(F)(F)F | -3.0
CCOC(=O)C1CCCN(C(=O)CN2C(=O)NC(C)(c3ccc4ccccc4c3)C2=O)C1 (stereo unspecified) | -0.9
Oc1ccccc1C1=NC(c2ccccc2)NC(c2ccccc2)C1 (stereo unspecified) | 2.4
CC(=O)NC12CC3CC(C1)CC(C(=O)N1CCN(c4ncccn4)CC1)(C3)C2 | 0.0
O=C(/C=C/c1ccc(Br)cc1)NC(=S)Nc1ccc(S(=O)(=O)Nc2nccs2)cc1 | 1.3
CC1Cc2ccccc2N1C(=O)Cn1cnc2c1c(=O)n(C)c(=O)n2C (stereo unspecified) | -0.9
CC(C)c1ccc(NC(=O)CCN2C(=O)[C@@H]3Cc4ccccc4CN3C2=O)cc1 | -1.1
COc1ccc(Cc2nnc(NC(=O)c3ccc(OC(C)=O)cc3)s2)cc1OC | 5.3
O=S(=O)(NCCN1CCOCC1)c1cccc(C(F)(F)F)c1 | 0.8
COc1ccc2cc(C3CC(c4ccco4)=NN3C(=O)CCC(=O)O)c(Cl)nc2c1 (stereo unspecified) | 2.1
COc1ccc(Br)cc1CN(C)C(=O)c1cc(Cl)c2c(c1)OCCO2 | -0.2
C=CC[C@@H](CC(=O)N(CCO)Cc1ccccc1)C(=O)N[C@@H](C)COC(=O)[C@@H](CC=C)CC(=O)OC(C)(C)C | 0.7
O=C(OCc1cn([C@H]2CN(C(=O)c3cccs3)[C@@H](c3ccc(Cl)cc3)C[C@@H]2O)nn1)c1ccccc1 | 2.1
CC[C@]12c3[nH]c4cc(-c5ccco5)ccc4c3CCN1C(=O)[C@@H](CC(=O)NCCCn1ccnc1)C[C@@H]2C(=O)N1CCN(C(=O)C2CC2)CC1 | 4.7
CC(C)C(NC(=O)c1ccc(Cl)cc1Cl)C(=O)NCCc1ccccn1 (stereo unspecified) | -1.5
CS(=O)(=O)Nc1ccc(C(=O)NCCSCc2ccccc2)cc1 | 0.4
Brc1ccc(CN2CCN(c3ccccn3)CC2)s1 | -2.1
CCCNC(=O)c1onc(CSc2ccc(F)cc2)c1C(=O)NCC1CC1 | 1.9
O=C(NCc1ccccc1)NC12CC3CC(CC(C3)C1)C2 | 5.5
CC(=O)N1CCC(N(C(=O)Nc2c(F)cccc2F)C(C)C)CC1 | 0.1
COc1ccc(-n2c(O)c(C=Nc3ccccc3)c3ccccc3c2=O)cc1OC | 1.9
COc1ccc(-c2noc3c2-c2nc(-c4ccc(C)cc4)sc2CC3)cc1 | 7.9
O=C(O)c1cc(S(=O)(=O)Nc2cc(Cl)ccc2Oc2ccccc2)ccc1O | 3.4
Cc1cccc(C(=O)NNS(=O)(=O)c2ccccc2[N+](=O)[O-])c1 | 3.6
CNC(=S)N1CCN(c2ccccc2OC)CC1 | -1.1
COc1ccc(S(=O)(=O)Nc2ccc3c(c2)N(C(C)=O)CCC3)cc1 | 1.3
COc1ccc(C(=O)/C(C)=N/O)cc1OC | 0.3
CCOC(=O)/C=C/C(=O)Nc1ccccc1-c1ccccc1NC(=O)/C=C/C(=O)OCC | -4.1
COC(=O)c1ccc(NC(=O)NCCCl)cc1 | 0.4
CN1CCN(C(=O)C[C@H]2CC[C@H]3[C@@H](COC[C@@H](O)CN3C(=O)C3CCCC3)O2)CC1 | -0.3
O=C(CN1CCc2ccccc2C1)Nc1cc(S(=O)(=O)N2CCOCC2)ccc1N1CCOCC1 | 1.2
Cc1ccc(C(=O)Nc2c3c(nn2C(C)(C)C)CS(=O)(=O)C3)cc1C | 2.8
Cc1ccc(CN(Cc2cc3cccc(C)c3[nH]c2=O)C(=S)NCCCN(C)C)cc1 | -0.1
C[C@H]1CN([C@@H](C)CO)C(=O)CCCn2cc(nn2)CO[C@@H]1CN(C)S(C)(=O)=O | 2.6
COc1cccc(NC(=O)CN2C(=O)NC(CCc3ccccc3)C2=O)c1 (stereo unspecified) | 0.7
CN(C)CCNC(=O)c1cc2c(s1)-c1ccccc1OC2 | 4.0
NS(=O)(=O)c1ccc(NC(=O)CSc2nc3c(c(=O)[nH]2)CCCC3)cc1 | 4.3
O=C(NC1(C(F)(F)F)N=C2SCCN2C1=O)c1ccco1 (stereo unspecified) | 1.8
COc1cc2c(cc1OC)C(=O)CCC2 | -1.2
COCCOc1cc(NC(=O)c2cccc(OC)c2)c(Cl)cc1Cl | 4.7
CC(=O)N1C(=O)/C(=C2\SC(=S)N(NS(=O)(=O)c3ccc(C)cc3)C2=O)c2ccccc21 | -1.2
CC(c1ccco1)N(C(=O)Nc1ccccc1)C1CCCCC1 (stereo unspecified) | 1.1
COc1ccc(-c2cn3ccc(C)cc3n2)cc1 | -1.5
COc1cc(OC)c(OC)cc1CN1CCN(Cc2ccc(C(F)(F)F)cc2)CC1 | 1.3
CCc1ccc(C(=O)C(C)OC(=O)CNS(=O)(=O)c2ccc(C)cc2)cc1 (stereo unspecified) | -0.5
CN(C)c1ccc(C(C(=O)NCC2CCCO2)N(Cc2ccco2)C(=O)c2snc(C(N)=O)c2N)cc1 (stereo unspecified) | -1.6
NS(=O)(=O)c1ccc(CCNC(=O)CNC(=O)c2ccc(Oc3ccccc3)cc2)cc1 | -0.3
CC(C)C[C@H](N)c1cn([C@@H](CCCCN)C(=O)N2CCNCC2)nn1 | 5.7
COc1ccc(N2CCN(c3cc(C)c4ccc(O)cc4n3)CC2)cc1 | 2.0
Cc1ccc(OCC(O)CN2CC3(C)CC2CC(C)(C)C3)cc1 (stereo unspecified) | 0.7

Sorted by heavy-atom count (rising): some entries from above
SMILES | TTR transcr act
CC(c1ccco1)N(C(=O)Nc1ccccc1)C1CCCCC1 (stereo unspecified) | 1.1
COCCOc1cc(NC(=O)c2cccc(OC)c2)c(Cl)cc1Cl | 4.7
COc1ccc(N2CCN(c3cc(C)c4ccc(O)cc4n3)CC2)cc1 | 2.0
CCc1ccc(C(=O)C(C)OC(=O)CNS(=O)(=O)c2ccc(C)cc2)cc1 (stereo unspecified) | -0.5
NS(=O)(=O)c1ccc(CCNC(=O)CNC(=O)c2ccc(Oc3ccccc3)cc2)cc1 | -0.3

Following part
SMILES | TTR transcr act
Cc1oc(-c2cccc(F)c2)nc1CN1CCCCC1CCc1ccccn1 (stereo unspecified) | 1.3
CC(C)(C)N(Cc1ccccc1)C(=O)COC(=O)c1ccc(N2CCCC2=O)cc1 | 1.1
Cc1cc(Oc2ccccc2)nc(-c2ccccc2O)n1 | -0.6
CCOC(=O)C1CCN(C(=O)Nc2ccc(OCc3ccccc3)cc2)CC1 | 1.7
COc1ccc(/C=C/C(=O)c2ccc[nH]2)cc1OC | -1.0
O=S(=O)(NC1CCCC1)c1ccc(Br)s1 | 2.4
O=c1nc2n(c3ncccc13)CCCCC2 | 1.0
CCc1nc2ccc(C(=O)Nc3ccc4c(c3)OCC(=O)N4)cn2c1N(C)Cc1nccn1C | -1.8
Cc1cc(=O)n2cn[nH]c2n1 | -0.8
COc1ccc(CN2CCN(C(=O)C3CCC(CNS(=O)(=O)c4ccc(C)cc4)CC3)CC2)c(OC)c1OC (stereo unspecified) | 0.5
O=C(CSCCO)Nc1nccs1 | 2.1
COc1ccc(N2C(=O)N3[C@@H]4c5ccccc5OC[C@@H]4[C@@H](c4ccccc4)[C@@]3(C)C2=O)cc1 | -0.3
O=C(Nc1ccccc1C(F)(F)F)c1c(F)cccc1Cl | 5.5
CN(C(=O)CN1C(=O)c2ccccc2S1(=O)=O)C1CCCCC1 | 1.8
S=c1[nH]nc(CCc2nc3ccccc3[nH]2)n1-c1ccccc1 | -0.1
COCCN(C(=O)CCl)C(C(=O)NC1CCCCC1)c1ccccc1C (stereo unspecified) | 1.2
O=C(Cc1ccc(Cl)c(Cl)c1)Nc1cccc2ncccc12 | -1.9
O=C(c1ccccc1)c1nc2ccccc2[nH]c1=O | 3.7
Cc1nc2ccccc2nc(=O)c1NNc1ccccc1 | 0.9
Cn1c(=O)n(CC(=O)Nc2ccc(F)cc2)c2ccccc21 | 3.5
Cc1cccc(NC(=O)/C(C#N)=C/c2cccc([N+](=O)[O-])c2)n1 | -2.1
CC(C)C(=O)NC(=S)Nc1ccccc1C(=O)NC1CCCCC1 | 2.9
CCN(CCCNC(=O)CC(C(=O)N1CCc2ccccc21)n1ccnc1)c1cccc(C)c1 (stereo unspecified) | 1.2
CCCc1nc2ccc(C)cn2c1Cc1ccccc1C(F)(F)F | 0.0

Reformatted: 2 of the compounds above
TTR transcr act	SMILES
0.1	CC(=O)N1CCC(N(C(=O)Nc2c(F)cccc2F)C(C)C)CC1
1.9	COc1ccc(-n2c(O)c(C=Nc3ccccc3)c3ccccc3c2=O)cc1OC

Carrying on:
SMILES | TTR transcr act
CCCC(NC(=O)CCl)c1ccccc1 (stereo unspecified) | -2.5
CCN(CC)c1ccc(NC(=S)NC(=O)c2cccs2)cc1 | -1.9
CCn1c(O)c(/C=C2\C=Nc3ccccc32)sc1=Nc1ccccc1 | 5.4
Cc1ccc(S(=O)(=O)NCC(c2ccco2)N2CCc3ccccc32)cc1 (stereo unspecified) | -1.2
CN(C)NC(=S)Nc1cccc(C(F)(F)F)c1 | 1.9
CCOc1ccc(NC(=O)NNC(=O)C2CCC(C(C)(C)C)CC2)cc1 (stereo unspecified) | -0.9

Two neighbouring compounds already listed, for reference:
SMILES | TTR transcr act
O=C(Nc1ccccc1C(F)(F)F)c1c(F)cccc1Cl | 5.5
CN(C(=O)CN1C(=O)c2ccccc2S1(=O)=O)C1CCCCC1 | 1.8

High-throughput results from PubChem.
